Bioassay records as filed in PubChem.
IEC-6 cytotox – counter-screen for KLF5 inhibitors: cytotoxicity in IEC-6 cells; IEC-6 cytotoxicity, luminescence viability; inhibition, % at 5 µM; actives 0.78% (n = 290,000); AID 1825; in the data active = inhibition above about 22%;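 note: 0% = plate median of test compound wells and 100% = cytotoxic reference compound wells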
aSyn UTR inh – MLPCN primary screen, SNCA 5' untranslated region; inhibition, % (tested at 7.5 µM); alpha-synuclein 5'UTR reporter, inhibitor activity; actives 0.82% (n = 300,000); in the data active = inhibition above about 60%; inconclusive = no clear call, values can overlap the other calls;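 note: H4 neuroglioblastoma cells stably carrying SNCA 5'UTR luciferase fusion; 0% = DMSO wells and 100% = positive control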
Platelet DG rel – modulates dense granule release in human platelets; human platelet-rich plasma, SFLLRN dense granule ATP release, luminescence; inhibition, %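 (compounds screened at 7.5 µM in platelet-rich plasma)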; actives 0.22% (n = 300,000); AID 1663;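 active = mean replicate score, as percent of positive control, at or above 50; inconclusive = mean below 50 but at least one replicate at or above 50; inactive = mean and every replicate below 50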
HSP90 refold inh – HSP90 refolding inhibition in rabbit reticulocyte lysate; inhibition, % at 5.6 µM; luciferase refolding luminescence, 3 h; actives 0.91% (n = 290,000); AID 1789;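 active = inhibition above the screen-wide mean plus 3 SD, computed separately per campaign, cut at about 16% in these data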;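 note: 0% = DMSO wells and 100% = 60 µM geldanamycin wells; inhibitors lower the luminescence because luciferase stays unfolded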
SKKanGAS inh – blocks kanamycin growth of S. pyogenes SKKanGAS strain; BacTiter-Glo, 6 h; inhibition, % at 7.5 µM; actives 1.3% (n = 300,000);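 active = mean replicate score, as percent of positive control median, at least 50; inconclusive = mean below 50 but one replicate at or above 50; inactive = mean and every replicate below 50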;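 note: strain carries kanamycin resistance gene driven by streptokinase promoter and grows in 40 µg/ml kanamycin; loss of luminescence reflects streptokinase promoter inhibition or plain growth inhibition; 0% = median of DMSO wells and 100% = positive control at its reference dose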
AI-2 QS modul – Vibrio harveyi AI-2 quorum sensing modulation; Vibrio harveyi JMH597 AI-2 luminescence/OD600 ratio, 9 h; stronger effect = lower value; strain lacks LuxN and CqsS sensors; 0 = neutral-control median; activity change, % at 7.5 µM; actives 0.4% (n = 300,000); in the data active = activity change below about -75%, passing the limit was not always enough; inconclusive = no clear call, values can overlap the other calls;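 note: luminescence divided by OD600 gain over 9 h not by final OD600 alone; inactives centre near 13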
HSF1 inhib – HSF1 inhibition; NIH3T3-HGL HSE-luciferase, MG132-induced, luminescence 8 h; stronger effect = lower value; activity change, negative = inhibition, % at 7.5 µM (by protocol); actives 0.77% (n = 300,000); AID 2098;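 active = more than half of replicate wells show activity change below -50%, luminescence cut by over half; inconclusive = some wells, but at most half, below -50%; inactive = no replicate well below -50%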;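 note: luciferase reports HSF-1 transcriptional activity via heat shock element; 0% = median of DMSO wells and -100% = zero luminescence signal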
KLF5 inhibitor – kruppel-like factor 5 inhibition. inhibition, % at 5 µM. DLD-1 KLF5 promoter-luciferase reporter, luminescence. actives 0.23% (n = 290,000);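 active = inhibition above a per-plate limit of that plate's mean compound inhibition plus 3 SD, cut at about 60% in these data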;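 note: 0% = DMSO wells and 100% = LY294002 at 200 µM; higher means less KLF5 promoter-driven luciferase light; inactives centre near -14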
HSF1 activator – increases HSF-1 driven luciferase reporter signal | NIH3T3-HGL HSF-1 luciferase reporter, MG132, 8 h; 100% = twice DMSO control signal | activation, % at 9 µM | actives 1.7% (n = 300,000);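 active = mean replicate activation of at least 50% with a set share of replicates each reaching 50%; inconclusive = only one of those two conditions met; inactive = mean below 50% and too few replicates reaching it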;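 note: 0% = median of the neutral control wells and 100% = twice that signal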
HIF act – HIF pathway transcriptional activation; actives 0.32% (n = 300,000); U2OS HRE-luciferase reporter, luminescence; normalized: DMSO 0%, desferrioxamine 100%; activation, % at 7.5 µM (by protocol);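 active = mean activation of at least 10% of the iron chelator positive control signal, with at least half of replicates also reaching 10%; inconclusive = mean and replicate majority disagree about reaching 10%; inactive = mean and most replicates under 10%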
Numbers without * were called inactive; ? = inconclusive; nt = no result given.

SMILES | IEC-6 cytotox | aSyn UTR inh | Platelet DG rel | HSP90 refold inh | SKKanGAS inh | AI-2 QS modul | HSF1 inhib | KLF5 inhibitor | HSF1 activator | HIF act
CCOc1ccc(S(=O)(=O)Nc2ccc(OC)nc2)cc1 | 6 | -2 | 0 | 1 | 2 | 26 | -5 | -33 | 9 | 0.8
Nc1ccccc1C#Cc1ccc2[nH]ccc2c1 | nt | -174 | 6 | nt | 4 | -7 | -1 | nt | -6 | 3.9
CCOc1ccc(N/C=C/C(=O)c2ccc(C)cc2)c([N+](=O)[O-])c1 | 7 | -198 | -17 | 6 | 15 | 16 | 15 | -43 | 17 | 2.2
NS(=O)(=O)c1ccc(CCNC(=O)CN2CCC(Cc3ccccc3)CC2)cc1 | -3 | 7 | -1 | 0 | -10 | 16 | 1 | -153 | 16 | -0.2
CCNc1nc(OC)nc(N(OC)S(=O)(=O)c2ccc(C)cc2)n1 | 4 | 18 | 2 | -1 | 7 | 23 | 7 | -13 | -6 | -3.0
CSc1nsc(SCC(=O)Nc2cccc(C(C)=O)c2)n1 | -2 | -15 | -1 | 2 | -6 | 18 | -5 | -17 | 13 | 3.8
COc1ccc(NC(=O)CC(C)CC(=O)NCc2ccc(F)cc2)c(OC)c1 (configuration not stated) | 2 | 5 | -2 | 0 | -5 | -2 | 2 | -42 | -3 | 0.8
COc1ccc(NC(=O)C2=CCN(S(=O)(=O)c3ccccc3)CC2)cc1OC | 8 | -9 | 11 | -1 | -8 | 23 | 0 | -5 | -13 | -0.2
O=C(Cc1cccc2ccccc12)NNC(=O)c1cccs1 | 0 | 2 | 5 | 0 | 0 | 32 | -24 | -15 | -39 | -1.9
Cc1[nH]n(-c2ccc([N+](=O)[O-])cc2)c(=O)c1C=NCCN1CCN(C(=O)c2cccc(F)c2)CC1 | 8 | 20 | 5 | 1 | 24 | 10 | -4 | -8 | 14 | 0.7
CCC(CC)c1nnc(NC(=O)c2cc([N+](=O)[O-])ccc2N2CCCCC2)s1 | -2 | 24 | 4 | -2 | 8 | 13 | 4 | -22 | -5 | -0.6
COc1ccc(NC(=O)N2CCN(S(C)(=O)=O)CC2)cc1 | -2 | 23 | -2 | 2 | 4 | 18 | -4 | -16 | -6 | 0.2
CCOC(=O)N1CCN(C(=O)CCc2ccc(S(=O)(=O)NCC(C)C)cc2)CC1 | nt | 6 | -9 | nt | -7 | 20 | 7 | nt | 5 | -0.8
NNC(=O)C(Cc1ccccc1)NC(=O)OCc1ccccc1 (configuration not stated) | 1 | -6 | -2 | 1 | 0 | 16 | -3 | -14 | 0 | -0.2
Cc1[nH]n(-c2ccc(F)cc2)c(=O)c1C=Nc1ccc(S(=O)(=O)N(C)C)cc1 | -3 | -33 | 4 | -1 | 4 | 14 | 2 | -28 | -5 | 0.2
Cc1cc(C(=O)Nc2cc(Br)ccc2O)on1 | 0 | -22 | 3 | 6 | -4 | 0 | 15 | -3 | 29 | 2.5
C#CCOC(=O)c1ccccc1C(=O)n1nnc2ccccc21 | 2 | 20 | -2 | 2 | 6 | 7 | 30 | 23 | 37 | 0.0
Cc1ccc(OCC(=O)NCCCNC(=O)c2cccnc2)cc1C | -5 | 11 | 21 | -2 | -6 | 23 | -5 | -10 | -2 | -0.3
CCCn1c(NC(=O)CSCC(=O)Nc2cc(C)on2)nc2ccccc21 | nt | 8 | 0 | nt | -3 | 32 | 0 | nt | -18 | -0.3
COc1ccc(CC(=O)N(C)CC(=O)Nc2cccc(F)c2)cc1S(=O)(=O)N1CCOCC1 | 3 | 6 | -3 | -3 | 13 | 25 | 0 | -14 | -9 | -0.6
Cc1[nH]c(=O)c(C#N)c2c1CCCC2 | -2 | -2 | 14 | -1 | 3 | 10 | -2 | -16 | -21 | 0.4
CC(C)CNC(=O)NC(=O)COC(=O)c1ccccc1Sc1ccc(C(F)(F)F)cc1[N+](=O)[O-] | 0 | 30 | -12 | 3 | 18 | 33 | 22 | -15 | 25 | 0.0
COc1ccc2c(C)cc(N3CCOCC3)nc2c1 | 0 | -55 | nt | -2 | -5 | -4 | 8 | 0 | -11 | 2.0
COc1ccc(Cc2nnc(SCC(=O)N3CCc4ccccc4C3)o2)cc1 | 3 | -47 | 14 | 6 | -1 | 8 | -1 | -16 | -17 | -0.2
CCOc1ccc(-c2nnn(CC(=O)NCc3ccco3)n2)cc1OCC | -3 | 16 | 1 | 0 | 3 | 13 | -3 | -44 | -2 | -0.3
CN(C)C(CNC(=O)c1cccnc1Sc1ccccc1)c1ccco1 (configuration not stated) | 1 | -2 | 13 | 5 | 2 | -8 | -7 | -15 | -9 | -0.1
Cc1cc(C)c2cc(CN(CC3CCCO3)S(=O)(=O)c3ccc4c(c3)OCCO4)c(=O)[nH]c2c1 (configuration not stated) | -7 | -94 | 0 | -1 | -2 | 16 | 28 | 0 | 62* | 2.6
COc1cc(OC)c(NS(=O)(=O)c2cc(C(=O)OCC(=O)NCC3CCCO3)ccc2OC)cc1Cl (configuration not stated) | -5 | 9 | 15 | -1 | -18 | 18 | 3 | -16 | 13 | 0.0
O=C(Nc1ccc(Cl)cn1)c1ccccc1SCc1ccccc1 | -1 | 15 | 13 | 3 | 8 | -65 | -2 | -32 | 3 | -14
CCOC(=O)N1CCN(C(=O)CN(C)S(=O)(=O)c2ccc3c(c2)c(=O)n(C)c(=O)n3C)CC1 | -1 | -10 | 0 | 1 | -11 | 13 | -7 | -18 | -15 | 0.2
Cc1ccc(/C=N/N2CCN(Cc3cccc4ccccc34)CC2)o1 | 0 | 23 | -47 | 1 | -8 | 11 | 1 | -60 | -14 | -0.3
O=C1N=C(N2CCCCC2)SC1=C1CCCCC1 | 4 | -89 | -2 | -3 | 5 | 14 | 10 | -98 | 34 | 1.3
CCN1CCN(C(=O)C2CCN(S(=O)(=O)c3cccc4cccnc34)CC2)CC1 | nt | -14 | -1 | nt | -4 | 32 | -1 | nt | -5 | nt
C=CCCC(=O)N1CCCC(Cc2cccc(Cl)c2)(C(=O)OCC)C1 (configuration not stated) | -3 | -10 | 1 | -6 | -1 | 14 | -11 | -11 | -17 | -14
COc1ccc(C)cc1S(=O)(=O)Nc1ccccc1 | -4 | 31 | -3 | 10 | -1 | 20 | 6 | 6 | -4 | -0.2
c1ccc(-c2cc(-c3nnc4sc(-c5ccccn5)nn34)[nH]n2)cc1 | -3 | -11 | 12 | 1 | 22 | 17 | -3 | -20 | 5 | 0.5
CCOC(=O)Cn1nc(C)c(NC(=O)CCc2ccccc2)c1C | -2 | -1 | -4 | 5 | -2 | -1 | -4 | -18 | -23 | 0.0
Cc1ccccc1NC(=O)NC1(C(=O)NCC2CCCO2)CCCCC1 (configuration not stated) | 5 | -2 | 4 | -4 | -2 | 4 | -4 | -26 | 15 | -0.6
COC(=O)c1nc(Cl)c(Cl)c(N)c1Cl | -4 | -12 | -7 | -2 | -12 | -2 | -72* | -22 | -77 | -0.2
COc1c(Cl)ccc(Cl)c1C(=O)NC(=O)Nc1nc(C)cc(C)n1 | 3 | -6 | 0 | 3 | -3 | -11 | -3 | -20 | 17 | 0.8

Compounds listed so far that contain a furan ring, fused or not, in the order listed:
SMILES | IEC-6 cytotox | aSyn UTR inh | Platelet DG rel | HSP90 refold inh | SKKanGAS inh | AI-2 QS modul | HSF1 inhib | KLF5 inhibitor | HSF1 activator | HIF act
CCOc1ccc(-c2nnn(CC(=O)NCc3ccco3)n2)cc1OCC | -3 | 16 | 1 | 0 | 3 | 13 | -3 | -44 | -2 | -0.3
CN(C)C(CNC(=O)c1cccnc1Sc1ccccc1)c1ccco1 (configuration not stated) | 1 | -2 | 13 | 5 | 2 | -8 | -7 | -15 | -9 | -0.1
Cc1ccc(/C=N/N2CCN(Cc3cccc4ccccc34)CC2)o1 | 0 | 23 | -47 | 1 | -8 | 11 | 1 | -60 | -14 | -0.3

Later entries:
SMILES | IEC-6 cytotox | aSyn UTR inh | Platelet DG rel | HSP90 refold inh | SKKanGAS inh | AI-2 QS modul | HSF1 inhib | KLF5 inhibitor | HSF1 activator | HIF act
O=C(CCN1C(=O)c2ccccc2C1=O)Nc1ccc(S(=O)(=O)N2CCOCC2)cc1 | 1 | -13 | 11 | 1 | 1 | 9 | -6 | -1 | 4 | -0.6
O=C(Cc1ccc(F)cc1)NC1CCCCCC1 | -6 | -10 | 9 | 3 | 13 | 6 | -1 | -30 | 0 | -2.2
CC1CCN(c2cc(=O)n(C3CCCCC3)c(=O)[nH]2)CC1 | -6 | -49 | 9 | -2 | -5 | 9 | 10 | -57 | -5 | 0.5
O=[N+]([O-])c1ccc(F)cc1OCc1nc(-c2cccs2)no1 | 7 | -177 | -1 | -2 | 4 | 10 | 28 | 5 | 66* | 4.7
Fc1ccc(-c2csc3ncnc(N4CCc5ccccc5C4)c23)cc1 | -1 | 38 | 8 | 4 | ? | 12 | -2 | -4 | 40 | 0.0
COC(=O)c1sc(NC(=S)NC(=O)c2ccccc2F)nc1C | 6 | -152 | -2 | -1 | 5 | 16 | 14 | -112 | 24 | 1.6
Cc1ccc(C)c(N2CCN(C(=O)c3cc(S(=O)(=O)N4CCOCC4)ccc3F)CC2)c1 | -3 | 5 | -5 | -5 | 0 | 19 | 2 | -37 | 1 | -0.3
Cc1ccccc1-n1c(SCC(=O)N/N=C/c2ccccc2OCC(=O)O)nc2ccccc2c1=O | -3 | 9 | 2 | 3 | 2 | 30 | 4 | 10 | 14 | -0.7
CCCCCC(=O)Nc1nc(C)c(-c2csc(Nc3ccccc3OC)n2)s1 | -6 | 17 | -6 | 5 | 14 | 5 | -1 | -10 | 10 | -0.7
COc1ccc(CNCCc2ccc([N+](=O)[O-])cc2)c(OC)c1OC | 6 | 3 | 5 | -2 | 2 | 11 | 7 | -21 | -2 | -5.6
CC(=O)Oc1ccc(C(=O)Nc2cc(C)on2)cc1 | -1 | -84 | 4 | 4 | 2 | 10 | -3 | -57 | 7 | 0.4
Cn1c(SCc2c(F)cccc2Cl)nnc1-c1cccs1 | 4 | -83 | -4 | -3 | 1 | 4 | 24 | -108 | 36 | 2.6
COc1ccc(Cl)cc1C(=O)NN=C1CCCC1 | nt | 9 | -5 | nt | 8 | 42 | 2 | nt | 19 | 0.6

Pulled one by one from above:
SMILES | IEC-6 cytotox | aSyn UTR inh | Platelet DG rel | HSP90 refold inh | SKKanGAS inh | AI-2 QS modul | HSF1 inhib | KLF5 inhibitor | HSF1 activator | HIF act
CC1CCN(c2cc(=O)n(C3CCCCC3)c(=O)[nH]2)CC1 | -6 | -49 | 9 | -2 | -5 | 9 | 10 | -57 | -5 | 0.5
O=C(CCN1C(=O)c2ccccc2C1=O)Nc1ccc(S(=O)(=O)N2CCOCC2)cc1 | 1 | -13 | 11 | 1 | 1 | 9 | -6 | -1 | 4 | -0.6
O=[N+]([O-])c1ccc(F)cc1OCc1nc(-c2cccs2)no1 | 7 | -177 | -1 | -2 | 4 | 10 | 28 | 5 | 66* | 4.7

The order is random; overall some 6% were active at least once.
